# MT1-MMP act inh: blocks activation of human MT1-MMP | GFP/RFP ratio change, % at 20 µM | 0.061% of 360,000 active | HT1080 RFP-PRO-GFP cells, GFP/RFP ratio fluorescence, overnight; percent of plate control window, DMSO zero | P50281;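 active = GFP/RFP ratio change of at least 30% with cell ATP level not reduced by more than half and red fluorescence within 50% of control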; also: strong numbers were not always called active
#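 Compound: 20 µM single dose, 1% DMSO / System: HT1080 RFP-PRO-GFP cells / Controls: DMSO and RFP-L50D-GFP cell wells / Read-out basis: GFP/RFP fluorescence ratio / Schedule: overnight compound exposure at 37 °C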
# CendR NRP1 mod: modulators of CendR peptide binding to human neuropilin-1 | O14786 | FAM-RPARPAR peptide binding to NRP-1, fluorescence polarization | inhibition, % at 25 µM | 0.85% of 360,000 active;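 active = inhibition or corrected inhibition above about 18%, plus a signal ratio from 0.5 to 1.5, limit read from the data, passing the limit was not always enough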; also: strong numbers were not always called active
# bovine MsrA act: bovine methionine sulfoxide reductase A activation | purified bovine MsrA, absorbance read-out | activation, % at 10.6 µM | 0.3% of 360,000 active | AID 602163; in the data active = activation above about 7.5%;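 also: 0% = vehicle and 100% = reference activator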
# MsrA inhibitor: inhibits bovine methionine sulfoxide reductase A | purified bovine MsrA, absorbance read-out | inhibition, % at 15.5 µM | 0.75% of 360,000 active; in the data active = inhibition above about 4.5%;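 also: 0% = vehicle wells with enzyme and 100% = reference inhibitor wells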
# Tb MetRS inh: blocks T. brucei methionyl-tRNA synthetase activity; purified T. brucei MetRS, ATP depletion, Kinase-Glo luminescence; inhibition, % at 11.9 µM; AID 624268; 0.4% of 360,000 active;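 active = inhibition above a per-plate cutoff of the control wells' mean inhibition plus 3 SD, cut at about 5.5% in these data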;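 also: 0% = DMSO wells median and 100% = median of wells with control inhibitor compound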
#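 Material – parasite MetRS enzyme · Medium – HEPES-MgCl2-KCl buffer plus DTT, spermine, BSA, pyrophosphatase · Reagent – ATP, methionine and E. coli bulk tRNA substrates · Times – 15 min enzyme-compound preincubation, 2 h reaction, 10 min detection, 25 °C · Measured by – luminescence of leftover ATP · Evaluation – percent inhibition relative to median high and low control wells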
# FAS TE block: FAS thioesterase (human) inhibition; P49327; recombinant FAS-TE, OMFH fluorogenic substrate, fluorescence endpoint; inhibition, % at 15 µM; 0.67% of 360,000 active; AID 602261;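 active = compounds whose normalised, plate-corrected inhibition of enzyme fluorescence in the single-dose primary screen is 50% or more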;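 also: 0% = DMSO with enzyme and 100% = substrate without enzyme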
# Target sequence (P49327 whole entry, looked up): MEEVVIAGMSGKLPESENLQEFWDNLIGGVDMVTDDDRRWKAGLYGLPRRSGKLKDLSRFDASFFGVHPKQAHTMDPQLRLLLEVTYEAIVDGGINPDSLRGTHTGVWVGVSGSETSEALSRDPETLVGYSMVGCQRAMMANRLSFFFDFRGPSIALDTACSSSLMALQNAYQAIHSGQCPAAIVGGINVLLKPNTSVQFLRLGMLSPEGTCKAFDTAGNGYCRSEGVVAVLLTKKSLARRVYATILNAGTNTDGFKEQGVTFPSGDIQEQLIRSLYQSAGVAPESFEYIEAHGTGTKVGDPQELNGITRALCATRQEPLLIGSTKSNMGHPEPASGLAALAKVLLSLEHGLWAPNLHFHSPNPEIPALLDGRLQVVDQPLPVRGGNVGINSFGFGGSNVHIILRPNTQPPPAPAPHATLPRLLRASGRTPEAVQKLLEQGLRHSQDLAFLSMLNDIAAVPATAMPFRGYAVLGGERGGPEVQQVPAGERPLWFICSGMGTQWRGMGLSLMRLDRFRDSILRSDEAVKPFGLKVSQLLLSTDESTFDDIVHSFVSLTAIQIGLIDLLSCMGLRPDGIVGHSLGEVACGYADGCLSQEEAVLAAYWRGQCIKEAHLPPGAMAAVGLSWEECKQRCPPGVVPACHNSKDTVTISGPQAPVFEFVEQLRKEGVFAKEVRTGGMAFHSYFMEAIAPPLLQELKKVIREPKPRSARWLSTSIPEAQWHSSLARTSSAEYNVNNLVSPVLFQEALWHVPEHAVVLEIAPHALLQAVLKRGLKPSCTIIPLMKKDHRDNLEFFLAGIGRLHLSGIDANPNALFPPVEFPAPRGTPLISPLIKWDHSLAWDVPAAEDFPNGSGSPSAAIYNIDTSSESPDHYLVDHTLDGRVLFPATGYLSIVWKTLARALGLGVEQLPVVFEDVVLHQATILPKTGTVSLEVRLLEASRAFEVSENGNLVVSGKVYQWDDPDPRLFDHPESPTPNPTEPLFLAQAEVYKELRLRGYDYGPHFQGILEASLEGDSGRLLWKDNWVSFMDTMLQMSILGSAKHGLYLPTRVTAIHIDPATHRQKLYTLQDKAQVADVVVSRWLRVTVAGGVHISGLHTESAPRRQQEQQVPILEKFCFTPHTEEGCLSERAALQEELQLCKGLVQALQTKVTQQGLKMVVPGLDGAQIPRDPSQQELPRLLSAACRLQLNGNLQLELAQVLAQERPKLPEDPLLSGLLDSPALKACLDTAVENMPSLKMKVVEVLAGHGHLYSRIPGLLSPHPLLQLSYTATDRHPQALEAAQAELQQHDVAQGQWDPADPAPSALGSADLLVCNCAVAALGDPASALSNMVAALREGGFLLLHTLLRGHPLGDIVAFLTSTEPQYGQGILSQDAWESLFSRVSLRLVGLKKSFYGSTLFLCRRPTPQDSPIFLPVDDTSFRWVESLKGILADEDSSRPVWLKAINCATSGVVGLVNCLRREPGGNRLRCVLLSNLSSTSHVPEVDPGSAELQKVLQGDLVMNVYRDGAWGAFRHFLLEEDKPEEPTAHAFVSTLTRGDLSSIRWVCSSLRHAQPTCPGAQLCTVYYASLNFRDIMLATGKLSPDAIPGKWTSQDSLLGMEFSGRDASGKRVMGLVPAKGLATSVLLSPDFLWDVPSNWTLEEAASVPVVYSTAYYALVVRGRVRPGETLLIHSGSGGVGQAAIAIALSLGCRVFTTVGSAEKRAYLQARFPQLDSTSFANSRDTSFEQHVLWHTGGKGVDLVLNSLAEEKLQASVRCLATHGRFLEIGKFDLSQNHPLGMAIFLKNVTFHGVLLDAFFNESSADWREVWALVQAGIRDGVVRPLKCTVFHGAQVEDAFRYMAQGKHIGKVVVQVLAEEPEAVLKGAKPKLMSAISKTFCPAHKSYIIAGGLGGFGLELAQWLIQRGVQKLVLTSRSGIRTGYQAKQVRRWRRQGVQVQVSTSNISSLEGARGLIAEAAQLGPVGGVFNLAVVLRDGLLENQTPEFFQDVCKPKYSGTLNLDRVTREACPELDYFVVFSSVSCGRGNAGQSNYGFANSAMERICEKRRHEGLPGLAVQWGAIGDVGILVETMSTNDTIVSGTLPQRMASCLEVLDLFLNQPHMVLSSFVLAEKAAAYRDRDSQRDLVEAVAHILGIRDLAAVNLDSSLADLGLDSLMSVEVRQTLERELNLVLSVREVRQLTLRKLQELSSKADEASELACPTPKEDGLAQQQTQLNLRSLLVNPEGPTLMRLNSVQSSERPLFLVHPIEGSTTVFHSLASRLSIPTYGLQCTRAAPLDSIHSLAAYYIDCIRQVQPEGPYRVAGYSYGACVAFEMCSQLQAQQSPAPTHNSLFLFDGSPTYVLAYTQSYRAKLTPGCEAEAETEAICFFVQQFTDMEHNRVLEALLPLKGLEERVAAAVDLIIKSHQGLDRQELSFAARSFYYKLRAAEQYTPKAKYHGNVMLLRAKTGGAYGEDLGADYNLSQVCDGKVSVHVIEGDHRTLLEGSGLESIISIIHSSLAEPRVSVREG
# E coli Lon inh: E. coli protease La inhibition | inhibition, % at 7.94 µM | P0A9M0 | purified E. coli Lon protease, fluorescence polarization | 0.42% of 360,000 active; in the data active = inhibition above about 13%, passing the limit was not always enough;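 also: 0% = enzyme with probe and DMSO and 100% = no enzyme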
# SKN-1 block: C. elegans SKN-1 inhibition; AID 624304; 0.49% of 360,000 active; C. elegans VP596 Pgst-4::GFP/RFP ratio, acrylamide-induced, 24 h; inhibition, % at 21.8 µM;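 active = interference check ratio from 0.5 to 1.5 plus GFP to RFP signal ratio inhibition reaching or exceeding a fixed threshold, cut at about 30% in these data, passing the limit was not always enough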; also: some compounds called inactive have numbers as strong as hits
# PABP1 MLLE inh: inhibitors of microRNA-mediated deadenylation, human PABP1 MLLE binding | 0.36% of 360,000 active | inhibition, % at 20 µM | GST-MLLE / FITC-PAM2 fluorescence polarization; in the data active = inhibition above about 35%, passing the limit was not always enough;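 also: plate controls were DMSO wells with GST-MLLE for no effect and wells lacking GST-MLLE protein for full effect; some results filed as inactive read as strong as hits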
# The depositor's hits bear a star; . = no result given; & = joins results of further samples. Rows were taken by chance (roughly 4% active in at least one column).
SMILES,MT1-MMP act inh,CendR NRP1 mod,bovine MsrA act,MsrA inhibitor,Tb MetRS inh,FAS TE block,E coli Lon inh,SKN-1 block,PABP1 MLLE inh
O=C(Nc1cccc(Cl)c1)OCc1ccccn1,4,3,-12,-0.6,-1.2,-6,-2,-3,-2
COc1cccc(-c2noc(C3CCCN(C(=O)Cc4ccccc4)C3)n2)c1 (stereo not drawn),11,-1,-3,4.3,0.1,-2,6,1,7
O=C(CC[C@H]1O[C@@H](n2ccc(=O)[nH]c2=O)[C@H](O)[C@@H]1O)NCc1cccc2ccccc12,2,10,-1,0.2,-0.4,-9,-4,3,6
Cc1ccccc1NC(=O)c1ccc(S(=O)(=O)C(F)F)cc1,0,5,-4,0.2,-0.1,-7,9,-2,16
CCC(C)NC(=O)c1ccccc1-c1nc2ccccc2[nH]1 (stereo not drawn),-1,11,-4,2.9,-0.2,-12,-1,8,-3
CCc1nc2ccc(C)cc2c(C(=O)Oc2cccc3cccnc23)c1C,-2,-4,-8,-1.2,-0.7,21,-7,-15,7
O=C1c2cccc(OCC(=O)N3N=C(c4cccs4)CC3c3ccc(F)cc3)c2CCN1Cc1ccccc1 (stereo not drawn),-7,-7,-3,3.1,-0.1,31,11,7,0
CN(CCC#N)S(=O)(=O)c1ccc2[nH]cc(C(=O)NCCc3ccccc3)c(=O)c2c1,7,-10,3,1.1,0.6,42,12,1,-2
CN(C)CCOC(=O)C12CC3(C)CC(C)(CC(C)(C3)C1)C2,-2,3,-1,0.9,-0.8,-1,3,7,11
CC(C)Nc1ncnc2c1ncn2[C@H]1CN(Cc2ccc(Cl)cc2)C[C@@H](CO)O1,9,-2,-10,0.4,0.0,-7,-11,-7,-7
CCN(CC(=O)NCc1cccs1)C(=O)COc1ccccc1C#N,-2,-5,-1,0.6,-0.2,-4,-3,10,-4
O=C(c1cccc2ccccc12)C1CCCN(C(=O)C2CCOCC2)C1 (stereo not drawn),-4,-16,-3,0.7,-0.8,-6,-4,4,-5
CC(C)NC(=O)c1ccc(C2SCC(=O)N2Cc2ccccc2)cc1 (stereo not drawn),1,-2,-6,-0.2,-0.1,-5,-8,7,16
CCS(=O)CC(=O)Nc1c(-c2ccccc2)oc2ccccc2c1=O (stereo not drawn),1,8,-4,-0.8,0.3,-5,8,20,-13
Cc1ccc(NC(=O)c2cc(S(=O)(=O)N3CCOCC3)ccc2Cl)cc1S(=O)(=O)N1CCOCC1,1,4,-4,0.6,-0.2,0,-9,-3,-13
CCOC(=O)c1sc(=S)n(-c2ccccc2)c1SC,6,2,9.2*,3.2,-0.6,12,-2,-13,5
FC(F)(F)c1cccc(CN2CCSCC2)c1,1,12,-3,0.4,-0.3,-1,-3,9,0
CCN1CCN(c2nc(-c3ccccc3Cl)nc3ccccc23)CC1,-4,-1,-3,1.8,0.4,-3,8,30,15
COc1ccc(-c2nc(C#N)c(NCc3ccccc3Cl)o2)cc1,7,-10,1,0.4,-0.2,8,2,7,1
[O-][N+]12CCCCC1CCCC2CO (stereo not drawn),1,-12,-1,0.6,-0.5,-3,-2,-8,13
COc1ccc(C(CNC(=O)c2ccc(C)c(S(=O)(=O)N3CCCCC3)c2)N2CCCC2)cc1 (stereo not drawn),-2,7,-3,-0.2,-0.4,-3,-9,-4,-2
Cc1ccc(Cn2nc(C)c(NC(=O)CCCn3nc(C)c([N+](=O)[O-])c3C)c2C)cc1,3,7,-8,-0.2,-1.1,11,11,4,2
Oc1ccc(Cl)cc1/C=C/c1ccc2cccc(O)c2n1,-1,-1,-1,0.6,0.0,12,-4,-4,-15
COc1cccc(N2CCN(CC(=O)Nc3ccnn3C3CCCC3)CC2)c1,3,-6,0,-0.3,-0.2,-5,6,-18,-11
CC1=C(C)C(=O)C(N2CCOCC2)=CC1=O,.,-10,-13,-1.1,-1.2,-9,-2,-4,21

# Ordered by the number under bovine MsrA act (low to high): 3 from the list above
canonical_smiles | bovine MsrA act
O=C(Nc1cccc(Cl)c1)OCc1ccccn1 | -12
Cc1ccccc1NC(=O)c1ccc(S(=O)(=O)C(F)F)cc1 | -4
CCOC(=O)c1sc(=S)n(-c2ccccc2)c1SC | 9.2*

# Next part
SMILES,MT1-MMP act inh,CendR NRP1 mod,bovine MsrA act,MsrA inhibitor,Tb MetRS inh,FAS TE block,E coli Lon inh,SKN-1 block,PABP1 MLLE inh
Cn1c(CSc2nc3ccccc3s2)nnc1SCC(=O)NCc1ccccn1,-4,7,-3,0.8,-0.2,-9,-1,-15,-4
CN(Cc1cnn(-c2ccc(F)cc2)c1)C(=O)[C@H]1O[C@@H](n2ccc(N)nc2=O)[C@H](O)[C@@H]1O,-3,4,-3,-0.8,-0.9,-2,-6,4,5
CCN1CCN(Cc2ccc(NC(=O)c3cc(NC(=O)C4=NN(c5ccccc5)C(=O)C4)cc(OC)c3)cc2C(F)(F)F)CC1,2&2,2&12,-1&-4,-0.2&-0.2,-0.6&-0.3,-9&-5,-9&6,19&7,-8&0
Cc1onc(-c2ccccc2)c1C(=O)NCC1CCN(C(=O)c2c(-c3ccccc3)noc2C)CC1,5,7,-11,-0.3,-1.2,-10,-6,-17,7
COc1cc2c(C(=O)N(C)c3cc(Cl)ccc3OC)cn(C)c(=O)c2cc1OC,3,7,-2,-0.5,-0.5,-6,-3,22,7
CC(=O)c1c(C)[nH]c(C(=O)CSc2nnc(-c3ccccc3)o2)c1C,9,-9,0,0.3,-0.2,0,0,-9,-58
Cc1cccc(/C=C/C(=O)c2cc(Br)ccc(=O)c2O)c1,0,-56,-2,2.1,0.2,8,-7,-1,-32
CCOC(=O)C1CCN(S(=O)(=O)c2nc3nc(C)cc(C)n3n2)CC1,-5,7,-1,3.3,-0.6,-4,-1,-14,-2
CC(C)=CC(=O)OCC(=O)Nc1ccc(F)cc1Cl,0,2,-11,-0.2,-1.7,0,-1,4,10
CC1=N/C(=C\c2ccc([N+](=O)[O-])cc2)C(=O)N1c1ccc(Cl)cc1,-1,-1,-4,2.0,0.1,-3,6,13,9
COc1ccccc1C(=O)Nc1ccc(C(=O)N2CCCCC2)cc1,0,9,-7,0.7,-0.7,-3,3,7,5
O=[N+]([O-])C(/C=C(\Cl)[N+](=O)[O-])=C(N1CCCCC1)N1CCCCC1,11,-39,0,2.2,0.2,12,-42,18,-79
COC(=O)c1ccc(NC(=O)CS(=O)(=O)Cc2ccccc2)cc1,-4,1,-1,-0.1,-0.3,-3,15,19,-9
O=C(CNC(=O)c1ccc(Br)o1)NCc1cccc(Cl)c1,2,19,-4,-0.3,2.0,0,-2,-7,8
N=C1SCC(=O)N1c1ncc(Cc2ccc(F)cc2)s1,3,-2,-1,1.0,-0.6,-9,-14,1,-2
Cc1nnc(N(Cc2ccccc2)C(=O)c2cnccn2)s1,-3,7,-11,1.6,-0.5,-13,-4,-17,5
COc1ccc(CCN(C)C(=O)c2cc(S(=O)(=O)N3CCCCCC3)ccc2OC)cc1OC,0,2,-2,0.0,-0.3,-5,1,30,-8
Nn1c(SCC(=O)N2CCCCC2)nnc1-c1ccncc1,2,6,-3,0.2,-0.6,-10,-4,12,-6
CC1(C)Cc2nc3sc4c(SCC(=O)NC(c5ccccc5)c5ccccc5)ncnc4c3cc2CO1,6,14,-4,0.7,-0.3,-8,-7,0,0
O=C(Nc1ccc(Cl)cc1)c1nc[nH]c1C(=O)Nc1ccccc1F,5,-7,1,-0.1,-1.2,6,-5,5,-3
O=C(CSc1ncn[nH]1)N1CCN(S(=O)(=O)c2ccccc2)CC1,0,8,-2,-0.3,-0.5,-12,0,-17,-2
CCCc1cc(C(=O)OCC(=O)N(CCC)c2c(N)n(Cc3ccccc3)c(=O)[nH]c2=O)sc1C,-4,0,-3,-1.3,0.0,-17,5,10,-15
c1cncc(Nc2nc(-c3cccnc3)cs2)c1,-5,-7,-2,-1.2,-0.9,-6,-2,6,9
Cc1c(CCO)c(=O)[nH]n1S(=O)(=O)c1ccc([N+](=O)[O-])cc1,2,-1,-1,1.3,-0.2,2,1,10,7
CCOC(=O)c1c(N)sc(C(=O)OCCOC)c1C,2,-2,-1,-0.4,0.3,-2,-2,14,25
COc1ccc(OCC(=O)NNC(=O)c2ccccn2)cc1,-1,-3,-1,0.5,-0.5,-4,3,-9,2

# Already shown: 12 of the compounds above.
SMILES,MT1-MMP act inh,CendR NRP1 mod,bovine MsrA act,MsrA inhibitor,Tb MetRS inh,FAS TE block,E coli Lon inh,SKN-1 block,PABP1 MLLE inh
N=C1SCC(=O)N1c1ncc(Cc2ccc(F)cc2)s1,3,-2,-1,1.0,-0.6,-9,-14,1,-2
Cc1nnc(N(Cc2ccccc2)C(=O)c2cnccn2)s1,-3,7,-11,1.6,-0.5,-13,-4,-17,5
COc1ccc(CCN(C)C(=O)c2cc(S(=O)(=O)N3CCCCCC3)ccc2OC)cc1OC,0,2,-2,0.0,-0.3,-5,1,30,-8
Nn1c(SCC(=O)N2CCCCC2)nnc1-c1ccncc1,2,6,-3,0.2,-0.6,-10,-4,12,-6
CC1(C)Cc2nc3sc4c(SCC(=O)NC(c5ccccc5)c5ccccc5)ncnc4c3cc2CO1,6,14,-4,0.7,-0.3,-8,-7,0,0
O=C(Nc1ccc(Cl)cc1)c1nc[nH]c1C(=O)Nc1ccccc1F,5,-7,1,-0.1,-1.2,6,-5,5,-3
O=C(CSc1ncn[nH]1)N1CCN(S(=O)(=O)c2ccccc2)CC1,0,8,-2,-0.3,-0.5,-12,0,-17,-2
CCCc1cc(C(=O)OCC(=O)N(CCC)c2c(N)n(Cc3ccccc3)c(=O)[nH]c2=O)sc1C,-4,0,-3,-1.3,0.0,-17,5,10,-15
c1cncc(Nc2nc(-c3cccnc3)cs2)c1,-5,-7,-2,-1.2,-0.9,-6,-2,6,9
Cc1c(CCO)c(=O)[nH]n1S(=O)(=O)c1ccc([N+](=O)[O-])cc1,2,-1,-1,1.3,-0.2,2,1,10,7
CCOC(=O)c1c(N)sc(C(=O)OCCOC)c1C,2,-2,-1,-0.4,0.3,-2,-2,14,25
COc1ccc(OCC(=O)NNC(=O)c2ccccn2)cc1,-1,-3,-1,0.5,-0.5,-4,3,-9,2

# High-throughput results as filed in PubChem.
